Source: PubChem BioAssay
HCT116 PTEN-null: growth suppressors of cells with PTEN tumor suppressor deletion; HCT116 PTEN-null viability, CellTiter-Glo, 60 h; stronger effect = lower value; viability, % at 10 µM; 140,000 tested, 1.2% active; AID 827;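 active means viability at or below a set limit, 4 SD under the median of all tested compounds, cut at about 3.7% in these data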;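 further: PTEN knockout HCT116 line with beta catenin targeted HCT116 as companion control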
MRP-1 activ: activates MRP-1 | H69AR cells + doxorubicin, viability rescue, CellTiter-Glo | viability increase, % at 10 µM | 140,000 tested, 0.61% active | AID 799;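 active means viability gain under doxorubicin at or above a set limit, the compound median plus 3 SD, cut at about 4.7% in these data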;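 further: MRP-1 overexpressing cells given doxorubicin 25 µM after compound pretreatment; 18-22 h compound pretreatment then 72 h with doxorubicin before readout; 0% = doxorubicin-only wells and 100% = vehicle-treated cells without doxorubicin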
E-sel TNF inh: TNF alpha driven E-selectin expression inhibition | HUVEC TNFa-induced E-selectin immunofluorescence, high content | inhibition, % at 2 µM | 120,000 tested, 0.71% active;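 active means inhibition above the batch mean plus 3 SD, and confirmed as a hit on visual image review, cut at about 43% in these data; inconclusive means passes the inhibition cutoff but fails visual image review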;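 further: 0% = TNF-stimulated DMSO wells and 100% = unstimulated control wells; not every result past the cut was called active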
NPY-Y2 antag: blocks the human neuropeptide Y Y2 receptor. P49146. NPY-Y2 expressing cells, antagonist mode. inhibition, % at 2.7 µM. 140,000 tested, 0.99% active; in the data active means inhibition above about 17%;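 further: 0% = vehicle with agonist challenge and 100% = reference antagonist with challenge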
Target sequence (P49146 whole entry, looked up): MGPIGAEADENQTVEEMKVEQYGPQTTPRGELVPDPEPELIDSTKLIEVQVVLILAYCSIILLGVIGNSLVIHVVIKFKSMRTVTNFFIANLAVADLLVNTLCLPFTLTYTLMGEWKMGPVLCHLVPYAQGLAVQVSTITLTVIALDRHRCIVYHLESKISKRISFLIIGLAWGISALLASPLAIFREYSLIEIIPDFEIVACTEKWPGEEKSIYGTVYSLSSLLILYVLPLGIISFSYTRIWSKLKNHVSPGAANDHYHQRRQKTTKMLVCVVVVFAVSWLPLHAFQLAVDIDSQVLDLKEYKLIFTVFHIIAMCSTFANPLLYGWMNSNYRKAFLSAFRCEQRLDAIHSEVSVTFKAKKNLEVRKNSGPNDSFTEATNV
Yeast lifespan up: yeast lifespan extension; S. cerevisiae growth with nicotinamide, OD615; deaD strain in restrictive glucose medium; inhibition of the nicotinamide effect, % at 10 µM; 130,000 tested, 0.68% active;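 active means inhibition above a set limit, placed 3 SD over the median of all compounds, cut at about 26% in these data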;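 further: 0% = nicotinamide-treated wells and 100% = cells grown without nicotinamide; some compounds called inactive have numbers as strong as hits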
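System: DeaD-strain S. cerevisiae / Buffer or medium: CSMM-D, restrictive glucose (dextrose) synthetic minimal medium / Probe or stimulus: nicotinamide, 1.5 mM, co-present with compound / Compound: one concentration, 10 µM, DMSO 0.25% / Incubation: 48 h compound exposure at 30 °C, humidified / Technique: optical density (absorbance) at 615 nm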
Measles CPE: protection of cells from measles virus; protection (pct of control), % at 4 µM; Measles virus-infected cells, CPE protection, absorbance; 140,000 tested, 1.5% active; in the data active means protection mostly above about 24%, no sharp cut-off; inactive means mostly below about 26%; further: some compounds called inactive have numbers as strong as hits
GALR2 blocker: GALR2 (human) receptor antagonism; AID 828; 140,000 tested, 0.39% active; inhibition, % at 4 µM; GALR2-expressing cells, antagonist mode; in the data active means inhibition above about 27%;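 further: cells stimulated with galanin 1-16 at roughly its EC80; 0% = agonist challenge control and 100% = basal control without agonist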
Target sequence (O43603 whole entry, looked up): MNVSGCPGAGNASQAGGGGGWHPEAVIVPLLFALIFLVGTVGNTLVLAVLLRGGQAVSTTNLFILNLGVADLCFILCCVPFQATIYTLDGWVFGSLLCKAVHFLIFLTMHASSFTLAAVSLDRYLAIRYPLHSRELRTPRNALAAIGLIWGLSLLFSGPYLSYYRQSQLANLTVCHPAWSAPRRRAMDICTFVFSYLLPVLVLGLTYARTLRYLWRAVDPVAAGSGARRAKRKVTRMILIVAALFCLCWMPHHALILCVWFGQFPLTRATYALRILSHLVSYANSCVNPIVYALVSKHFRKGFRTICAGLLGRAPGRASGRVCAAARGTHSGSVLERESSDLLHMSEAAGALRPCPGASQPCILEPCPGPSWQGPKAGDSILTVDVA
BB579 growth dn: reduces growth of yeast BB579 in restrictive medium. AID 804. 140,000 tested, 0.51% active. inhibition, % at 10 µM. S. cerevisiae BB579 growth, OD615, 48 h;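 active means inhibition above a set limit, 3 SD over the mean compound inhibition, cut at about 44% in these data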; further: inactives centre near -24
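Material: Saccharomyces cerevisiae DeaD strain BB579, replicative lifespan model yeast; buffer or medium: CSMM-D restrictive synthetic medium containing dextrose (glucose); compound: 10 µM single dose, DMSO 0.25%; timing: 48 h compound exposure at 30 °C after 4 h preincubation; signal: turbidity as optical density at 615 nm; benchmarks: positive control amphotericin B 10 µg/mL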
Phagocyt inh: inhibitors of macrophage phagocytosis; J774A.1 macrophage IgG-bead phagocytosis, imaging; inhibition, % at 5 µM; 110,000 tested, 0.07% active; AID 1029;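 active means inhibition above the mean of the plate negative controls plus 5 SD, cut at about 13% in these data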;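 further: phagocytic index as fraction of beads internalized from green versus red external bead signal; plate controls were DMSO negative control for no effect and cytochalasin-D positive control for full effect; some results beyond the cut were filed as inactive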
bCat KO growth: beta-catenin-lacking colon tumor cell growth suppression. HCT116 beta-catenin knockout viability, CellTiter-Glo, 60 h; stronger effect = lower value. viability, % at 10 µM. 140,000 tested, 1.5% active;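 active means viability at or under a set limit, the compound median less 4 SD, cut at about 6% in these data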;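 further: 0% = Hyamine 1622 control at 20 µM and 100% = untreated cell control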
Numbers without * were called inactive; ? = inconclusive; nt = not tested or not shown; & = joins results of further samples.

SMILES	HCT116 PTEN-null	MRP-1 activ	E-sel TNF inh	NPY-Y2 antag	Yeast lifespan up	Measles CPE	GALR2 blocker	BB579 growth dn	Phagocyt inh	bCat KO growth
C/C(=N\NC(=O)COc1ccc(C(C)(C)C)cc1)c1ccc2c(c1)OCCO2	96	2.2	-24	10	1	23	-7	-36	nt	96
CC1(C)CC(=O)c2cc(NC(=O)c3ccccc3)c(=O)oc2C1	98	0.7	-38	-1	3	5	8	8	-1	97
CCOc1ccccc1NC(=O)CCS(=O)(=O)c1cccc2nonc12	83	-2.0	-31	2	-5	12	3	-29	-3	87
Cc1cccc(/C(N)=N/OC(=O)c2ccc(Br)o2)c1	87	-1.2	7	3	-5	3	-16	-58	-2	93
COC(=O)CCCCCCCCCC[N+]1(C)CCCCC1	92	-1.6	nt	1	1	19	0	-5	-8	96
CN=C1S/C(=C\c2cc(C)n(-c3ccccc3F)c2C)C(=O)N1C	27	5.9*	-54	10	-14	7	2	-45	2	29
Nc1nc(CSc2nnnn2-c2ccc(Cl)cc2)nc(N2CCOCC2)n1	84	-2.5	8	1	-1	8	-6	-52	1	92
Cc1ccc(-c2csc(N/N=C/c3ccco3)n2)cc1	39	0.0	13	-2	-17	3	2	-58	nt	52
CCOc1cc2[nH]c(=S)n(CCN3CCC(C)CC3)c(=O)c2cc1OCC	64	-2.6	3	2	-3	7	-20	2	nt	60
O=C(CN(C(=O)c1ccc(Cl)cc1)N1C(=O)C2CCCCC2C1=O)c1ccc(Cl)cc1 (centres undefined)	98	-1.2	-1	1	-4	10	13	-20	nt	83
CCCCNC(=S)N/N=C/c1cc(C)ccc1C	102	-0.1	nt	6	-3	29	-11	1	-10	88
N=c1sccn1CC(=O)NCCc1ccc(Cl)cc1Cl	92&94	0.1	0	2	-15	3	-3	6	-1	87
CN(C)c1ccc(-c2nnn(CC(=O)N3c4ccccc4CCc4ccccc43)n2)cc1	87	-2.5	-3	2	-16	16	-9	-64	0	79
CC(NC(=O)COc1ccc(-c2nnco2)cc1)c1ccc(Cl)cc1Cl (centres undefined)	84	1.0	nt	3	-5	15	2	-28	-2	89
COc1ccc(-c2csc(NCc3ccco3)n2)cc1C	78	-4.9	-68	1	-17	11	12	-46	-3	69
O=c1c(C=Nc2ccc(Cl)cc2)c[nH]n1-c1cccc(Cl)n1	94	-1.5	3	-2	-10	4	-4	8	nt	99
O=C(Cn1cc(C(F)(F)F)ccc1=O)N/N=C/c1cccc(Cl)c1	91	-0.3	0	2	8	9	6	-44	-2	91
COCc1cc(=O)n2[nH]c(-c3ccc(C)cc3)cc2n1	91	-2.0	-1	-6	1	6	-13	-27	0	89
COc1ccc(/C=C/c2nc(N)nc(-c3ccccc3O)n2)cc1	105	0.9	-10	5	-2	2	0	-28	-9	98
COc1ccc(N2CCN(C(c3cccs3)C(C)NS(=O)(=O)c3ccccc3)CC2)cc1 (centres undefined)	59	3.1	nt	-1	-8	11	0	0	0	49
Cc1ccc(C)c(OCC(=O)Nc2ccc3c(c2)OCO3)c1	86	-2.6	-40	3	-6	8	8	-32	0	86
COc1cccc(Cn2cnc3c(NS(=O)(=O)c4ccc(Cl)cc4Cl)c(C)c(C)cc32)c1	84	-1.7	28	-1	-5	9	-6	-31	nt	93
CCOC(=O)c1ccccc1NC(=O)CSc1nnc(COc2ccccc2C)n1C	83	1.6	5	19*	4	5	8	-10	-1	93
O=C1Nc2cc(Cl)c(Cl)cc2N(O)N1c1cc(Cl)cc(Cl)c1	81	-0.3	-7	6	110*	24	14	-52	nt	99
O=C(COc1ccc(-n2cnnn2)cc1)NC(=O)NCc1ccccc1	98	0.1	-12	5	-8	4	0	-17	-1	91
COc1ccc(Cc2nnc(NC(=O)c3ccco3)s2)cc1	113	0.3	-10	5	-14	1	1	-37	-1	101
O=C(Nc1ccccc1)N(Cc1ccc(Cl)cc1)CC(O)C(F)(F)F (centres undefined)	69	-0.8	-9	0	-3	27	4	16	nt	78
CCOc1ccc(NC(=O)CSc2nnc(-c3ccccn3)n2C)cc1	108	-1.1	19	1	-29	55*	-5	2	-1	105
CC1(C)NC(=O)N(CC(O)COc2cc3ccccc3cc2C(=O)N2CCCCC2)C1=O (centres undefined)	76	-1.5	?	2	-14	2	4	18	nt	67
CC12C(=O)N(c3ccc(OC(=O)c4ccco4)cc3)C(=O)C1C1c3ccccc3C2c2ccccc21 (centres undefined)	62	-1.5	nt	2	-2	3	13	-8	nt	73
CCCC1S/C(=N/N=C/c2ccc(C)cc2)N(Cc2ccc(OC)cc2)C1=O (centres undefined)	98	4.0	-1	9	9	7	6	-51	0	90
O=C(CSc1nnc2ccccn12)NC(=O)NC1CCCC1	103	-0.3	nt	-1	-4	16	8	-11	-1	102
CCn1cc(C(=O)NC2CCCCCC2)c2cc(OC)c(OC)cc2c1=O	85	-1.5	-34	4	-13	11	-6	-77	-1	73
Cc1cc(C)n2nc(SCc3nnc(SCc4ccccc4)s3)nc2n1	88	0.2	-26	7	0	14	-3	-27	-2	94
O=C(Nc1ccc2c(c1)C(=O)N(CC1CCCO1)C2=O)c1ccc(Cl)c(Cl)c1 (centres undefined)	44	-0.3	-9	1	-4	5	-1	-31	0	54
CCC(C)NC(=O)CSC1=Nc2ccccc2C2=NC(c3ccccc3)C(=O)N12 (centres undefined)	97	-4.8	6	2	2	5	-5	-15	1	87
CC1CCCN(c2nc3ccccc3nc2C(C#N)C(=O)OC2CCCCC2)C1 (centres undefined)	95	1.6	-5	0	64*	33	-3	-26	0	96
Cc1nc(N)nc(C)c1Cc1ccccc1	92	-0.9	-16	0	-4	7	-2	17	-1	93
Cc1ccc(N(CC(=O)N2CCN(C3CCCCC3)CC2)S(=O)(=O)c2cccnc2)cc1	101	-1.4	nt	3	-8	4	-6	-5	2	100
CCN(CC)C(=O)C1CCCN(Cc2ccccc2F)C1 (centres undefined)	91	-0.9	-17	3	-3	16	8	-23	-1	91
Oc1ccccc1C1Nc2cccc3cccc(c23)N1	102	-1.5	-19	2	-10	3	-12	-81	nt	88
COc1cc(/C=N/S(=O)(=O)CCc2ccccc2)ccc1O	94	-1.3	nt	-1	-3	4	5	-14	-12	90
O=C(N[C@@H](Cc1ccccc1)C(=O)NC1CCCCCC1)c1ccco1	90	-0.6	19	0	-4	5	3	-20	2	88
CCc1cc(=O)oc2c(C)c(O)c(CN(C)C)cc12	88	-3.6	37	4	3	15	14	-33	0	89
CCC(C)c1ccc(NC(=O)C/C(C)=N/NC(=O)c2cnccn2)cc1 (centres undefined)	89	0.4	-17	-1	-6	5	-6	-5	-5	89
O=C1OCC(c2ccccc2)=C1c1ccc(S(=O)(=O)N2CCOCC2)s1	101	-5.0	1	0	-19	4	0	-26	nt	96
N#Cc1nc(-c2ccco2)oc1NCCCN1CCOCC1	95	-0.1	nt	1	-12	23	-14	-27	0	95
Cc1ccc(S(=O)(=O)Nc2ccncc2)c(C)c1N(C)S(=O)(=O)c1ccc(F)cc1	97	-0.9	nt	1	3	20	3	-40	-6	96
CCN(CC)S(=O)(=O)c1cccc(-c2nnc(SCCOc3ccccc3)o2)c1	54	-1.7	nt	15	10	18	-5	-79	0	31
Cc1ccc(S(=O)(=O)NCC(=O)OCC(=O)Nc2ccccc2OC(F)F)cc1	105	-1.8	-8	2	9	5	-1	-9	-7	92
CC(C)(C)c1nc2ccccc2c2nnc(SCC(=O)Nc3nccs3)n12	24	-5.5	-70	1	1	3	-2	-21	nt	25
C=C(C)COc1ccc(-c2[nH]ncc2-c2ccccc2)c(O)c1	63	-4.3	-36	2	-17	39	7	88*	nt	73
CCCOc1ccc(C(O)C(CN2CCOCC2)c2ccccc2)cc1 (centres undefined)	99	-3.0	-19	0	-14	4	-10	-28	-1	95
Cc1ccc(C)c(OCC(=O)Nc2ccc(S(=O)(=O)Nc3ccccn3)cc2)c1C	97	-1.3	nt	3	-3	9	3	7	nt	87
C=CCN1C(=O)C(Cc2ccc(C)cc2)S/C1=N/N=C/c1ccco1 (centres undefined)	93	-1.1	-43	4	4	4	-5	-40	0	85
Clc1cccc(CSc2ncn(-c3ccccc3)n2)c1	93	-3.1	-16	6	nt	9	8	-20	nt	90
CN(C)c1ccc(/C=N/N(Cc2ccccc2)c2ccccc2)cc1	90	-0.5	-44	2	0	5	-6	-17	-14	83
CCOC(=O)/C(=C\c1ccc([N+](=O)[O-])o1)NC(=O)c1ccccc1	46	-3.9	4	3	-2	12	3	-26	nt	49
CC1(C)CC(=O)C2=C(C1)OC(N)=C(C#N)C2c1cccc(OC(=O)c2ccco2)c1 (centres undefined)	85	-3.7	-11	1	13	7	-7	-30	0	98
Cc1nn(C)c(C)c1S(=O)(=O)N1CCCC(C(=O)NCCc2ccc(Cl)cc2)C1 (centres undefined)	96	-1.0	-22	4	-5	23	14	-74	0	99

Continuation.
SMILES	HCT116 PTEN-null	MRP-1 activ	E-sel TNF inh	NPY-Y2 antag	Yeast lifespan up	Measles CPE	GALR2 blocker	BB579 growth dn	Phagocyt inh	bCat KO growth
Cc1nc2sc(C(c3cccs3)N3CCOCC3)c(O)n2n1 (centres undefined)	98	-2.7	nt	0	2	16	4	-17	0	94
CSc1ccccc1NS(=O)(=O)c1ccccc1	82	-2.0	-5	1	2	12	-1	-18	1	90
Cc1cc(Cl)ccc1OCC(=O)Nc1nc(-c2cccs2)cs1	89	-1.2	30	7	-18	11	0	-3	nt	101
CN(Cc1ccccc1)C(=O)CN(C1CCCCC1)S(C)(=O)=O	93	-2.1	-24	0	-6	5	-8	-14	-1	100
COc1ccc(-c2cc(C(=O)NCCN3CCOCC3)c3ccccc3n2)cc1	86	-2.3	-1	0	-4	4	3	11	-5	88
Cc1ccc(NC(=S)N2CCOCC2)c(C)c1	106	0.6	7	15	-11	16	-3	-30	0	103
O=C(CCS(=O)(=O)c1ccccc1)Nc1ccc(-c2nc3ccccc3s2)c(O)c1	103	0.1	nt	-1	2	5	-1	-24	-9	96
Cc1ccccc1-n1c(=O)c2ccccc2n2c(=O)[nH]nc12	93	-3.4	-15	3	nt	26	3	-16	nt	82
CC1CC2(C)Oc3ccccc3C3OCC1(CO)C(C)C32 (centres undefined)	82	-2.2	14	3	-8	8	23	-10	0	95
COc1ccc(C2(NC(C)=O)CCN(C(=O)c3ccco3)CC2)cc1	89	0.1	4	-3	-10	12	9	-9	-1	99
CC(=O)Nc1ccc(NS(=O)(=O)Cc2ccccc2)cc1	112	-0.7	8	2	-10	15	-2	-64	0	100
COc1ccc(C)cc1NC(=O)COCC(=O)O	106	-0.1	-8	1	1	24	-21	-33	0	100
CN1C(=O)c2cccc(NC(=O)CCc3ccccc3)c2C1=O	91	-0.4	nt	4	-5	8	-3	42	0	98
